# High-throughput results: PubChem BioAssay, several laboratories
# MrgX1 agonist: agonists of human MrgX1 receptor, primary screen, HEK293 cells, Fluo-4 calcium flux; Mas-related G-protein coupled receptor member X1 (Homo sapiens), Q96LB2; 0.44% of 310,000 active; B-score at 10 µM; AID 588627, 2011; Fluo-4 calcium fluorescence, agonist mode; stronger effect = higher value;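 active means calcium response B-score plate-corrected fluorescence ratio at least 3 library SD, with starting fluorescence B-score inside 5 SD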
# Target sequence (Q96LB2 whole entry, looked up): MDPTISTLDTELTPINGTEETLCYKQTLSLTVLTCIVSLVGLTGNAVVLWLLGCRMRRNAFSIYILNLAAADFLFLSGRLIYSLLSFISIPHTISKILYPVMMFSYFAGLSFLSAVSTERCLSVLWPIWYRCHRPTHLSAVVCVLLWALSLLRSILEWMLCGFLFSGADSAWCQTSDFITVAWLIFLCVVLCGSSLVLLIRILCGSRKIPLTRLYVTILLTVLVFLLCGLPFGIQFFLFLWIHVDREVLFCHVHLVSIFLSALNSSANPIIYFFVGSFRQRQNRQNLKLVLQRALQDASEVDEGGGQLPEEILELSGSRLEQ
#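 times = overnight plating, then 30 min 37 °C plus 30 min room-temperature dye loading | assay system = stable human MrgX1 HEK293 cell line | input = fifteen thousand cells per well | signal = kinetic calcium dye fluorescence, Fluo-4 NW | dosing = compound delivered in addition one of three | read-out = B-scored fluorescence response ratio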
# TRPC4 act: activators of mouse TRPC4 channel, primary screen, Fluo4 calcium, HEK293 TRPC4beta/mu-opioid cells; Short transient receptor potential channel 4 (Mus musculus), Q9QUQ5; Fluo4 calcium fluorescence; stronger effect = higher value; B-score at 10 µM; 0.49% of 310,000 active; AID 2237, 2010;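 active means B-score above 5 SD of library B-scores, and initial fluorescence ratio not above library mean plus 5 SD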;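 further: positive B-score marks a calcium rise read as TRPC4 activation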
#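 System: HEK293 cells stably co-expressing mouse TRPC4beta and mu-opioid receptor; Schedule: Fluo4 dye loading 45 min at room temperature, 110 s recording; Detection: Fluo4 fluorescence, kinetic; Evaluation: B-scored integrated calcium fluorescence ratio; Controls: buffer (low) and maximal DAMGO (high).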
# HIF act: HIF pathway transcriptional activators, primary screen, cell-based, U2OS HRE-luciferase, luminescence | U2OS HRE-luciferase reporter; normalized: DMSO 0%, desferrioxamine 100% | activation, % at 7.5 µM (by protocol) | 0.32% of 300,000 active;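 active means mean activation of at least 10% of the iron chelator positive control signal, with at least half of replicates also reaching 10%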
# TRPC6 activator: mouse TRPC6 channel activators, primary screen, cell-based, HEK293, membrane potential dye; Short transient receptor potential channel 6 (Mus musculus), Q61143; HEK293-TRPC6 membrane potential dye fluorescence; stronger effect = higher value; B-score at 10 µM; 0.13% of 310,000 active; AID 2550, 2010;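 active means B-score of the integrated fluorescence ratio above library mean plus 3 SD, and starting fluorescence ratio within library mean plus 5 SD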;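 further: higher score means more depolarization so channel activation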
# TRPC6 inhibitor: mouse TRPC6 channel inhibitors, primary screen, cell-based, HEK293, membrane potential dye; 1.1% of 310,000 active; ACh-evoked depolarization; stronger effect = lower value; Short transient receptor potential channel 6 (Mus musculus), Q61143; B-score at 10 µM;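 active means B-score under library mean minus 3 SD, initial fluorescence not abnormally high, positive integrated signal ratio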;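 further: B-score derived from integrated fluorescence ratio over the kinetic read; more negative B-score means stronger inhibition of depolarization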
# TRPC4 potent: positive allosteric modulators of TRPC4, primary screen, cell-based, mouse TRPC4beta, HEK293 mu-opioid, Fluo-4 calcium. Short transient receptor potential channel 4 (Mus musculus), Q9QUQ5. DAMGO EC20, Fluo-4 Ca2+ flux; stronger effect = higher value. B-score at 10 µM. 0.42% of 310,000 active;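 active means B-score of calcium response area above 5 SD of library B-scores, with initial fluorescence ratio within 5 SD of library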;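 further: B-score of integrated fluorescence ratio over time as area under calcium response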
# MrgX1 allo act: positive allosteric modulators of MrgX1, primary screen, HEK293 cells, Fluo-4 calcium flux. 0.63% of 310,000 active. AID 588675, 2011. Mas-related G-protein coupled receptor member X1 (Homo sapiens), Q96LB2. B-score at 10 µM. FDSS; stronger effect = higher value;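 active means plate-corrected calcium response at least 3 library SD above typical, normal starting fluorescence, not activating the receptor alone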;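 further: compound read alongside a low EC10 to EC30 dose of BAM8-22 agonist; peak minus trough fluorescence over baseline measured at the second addition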
# AI-2 QS modul: Vibrio harveyi AI-2 quorum sensing modulators, primary screen, JMH597 strain, luminescence/OD600 ratio; Vibrio harveyi JMH597 AI-2 luminescence/OD600 ratio, 9 h; stronger effect = lower value; strain lacks LuxN and CqsS sensors; 0 = neutral-control median; activity change, % at 7.5 µM; 0.4% of 300,000 active; in the data active means activity change below about -75%, passing the limit was not always enough;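 further: luminescence divided by OD600 gain over 9 h not by final OD600 alone; inactives centre near 13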
# MrgX1 antagonist: antagonists of human MrgX1 receptor, primary screen, HEK293 cells, Fluo-4 calcium flux. B-score at 10 µM. BAM8-22 antagonism; stronger effect = lower value. Mas-related G-protein coupled receptor member X1 (Homo sapiens), Q96LB2. AID 588676, 2011. 1.3% of 310,000 active;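 active means calcium-response B-score plate-corrected more than 3 library SD below zero, starting fluorescence within 5 deviations, no agonist response on first addition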;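 further: peak minus trough fluorescence over baseline after final BAM8-22 challenge near maximal dose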
# TRPC4 block: inhibitors of mouse TRPC4 channel, primary screen, Fluo4 calcium, HEK293 TRPC4beta/mu-opioid cells; Short transient receptor potential channel 4 (Mus musculus), Q9QUQ5; DAMGO-evoked Fluo4 calcium flux; stronger effect = lower value; B-score at 10 µM; 0.39% of 300,000 active; AID 2247, 2010;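 active means B-score over 3 SD under the library average, no early fluorescence shift, positive overall ratio signal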
#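 Material: HEK293 cells with stable TRPC4beta plus mu-opioid receptor expression; probe or stimulus: DAMGO in two steps, submaximal then maximal; technique: Fluo4 calcium fluorescence by kinetic imaging, 5 s 1 Hz baseline; measure: integrated fluorescence ratio relative to baseline, converted to per-well B score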
# PolyA inh: polyadenylation inhibitors in yeast reporter cells, primary screen, luminescence, S. cerevisiae; AID 1875, 2009; 0.02% of 300,000 active; calls only at 12 µM; S. cerevisiae SKY197-pL101 polyadenylation reporter, beta-gal luminescence; efflux-impaired pdr1/pdr3 knockout yeast; score 100 = 6 SD above DMSO;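 active means lowest replicate activity score at least 50, where 100 means six control SD above control mean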;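 further: yeast exposed to compound for 9 h at 30 °C; higher score means more reporter readthrough which indicates perturbed polyadenylation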
# Numbers without * were called inactive; i = inactive; · = not tested or not shown.
SMILES,MrgX1 agonist,TRPC4 act,HIF act,TRPC6 activator,TRPC6 inhibitor,TRPC4 potent,MrgX1 allo act,AI-2 QS modul,MrgX1 antagonist,TRPC4 block,PolyA inh
CCOC(=O)C1CCN(C(=O)COC(=O)c2ccccc2C(=O)c2ccc(Cl)cc2)CC1,i,i,-0.2,i,i,i,i,25,i,i,i
Cn1c(NC(=O)c2ccccc2)c(-c2ccccn2)c(=O)c2ccccc21,i,i,-0.1,i,i,i,i,19,i,i,i
COc1cc2c(cc1OC)CN(c1nc(CN3CCOCC3)nc3sc4c(c13)CCC(C)C4)CC2 (stereo unspecified),i,i,0.3,i,i,i,i,1,i,i,i
COc1ccc(/C=C(\NC(=O)c2ccc([N+](=O)[O-])cc2)C(=O)NCCN2CCOCC2)cc1,i,i,-20,i,i,i,i,10,i,i,i
CN1C(=O)c2cccc3c(S(=O)(=O)NCc4ccco4)ccc1c23,i,i,0.0,i,i,i,i,33,i,i,i
CCN1C(=O)N[C@@H](c2cccc(F)c2)C(C(=O)OC)=C1C,i,i,1.9,i,i,i,i,8,i,i,i
COc1ccc(CCNc2cc(C)nc3c(-c4ccc(Cl)cc4)cnn23)cc1OC,i,i,-0.3,i,i,i,i,35,i,i,i
CCn1c(SCC(=O)N2CCOCC2)nc(O)cc1=O,i,i,0.1,i,i,i,i,3,i,i,i
Cc1cc(C)c(C(=O)COC(=O)CCn2c(C)csc2=O)cc1C,i,i,1.5,i,i,i,i,2,i,i,i
O=c1[nH]c2cc3ccccc3cc2nc1C(F)(F)F,i,i,-0.1,i,i,i,i,25,i,i,i
CCC/C(=N\NC(=O)C1CC1)c1ccccc1,i,i,1.2,i,i,i,i,16,i,i,i
CCN(c1ccc(C)cc1C)S(=O)(=O)c1nnc(NC(=O)C(C)(C)C)s1,i,i,0.5,i,i,i,i,29,i,i,i
Cc1ccc2nc(SCC(=O)Nc3ccc(F)c([N+](=O)[O-])c3)[nH]c2c1,i,i,-0.1,i,i,i,i,14,i,i,i
CC1CCC(NC(=O)CC2Oc3ccccc3NC2=O)CC1 (stereo unspecified),i,i,·,i,i,i,i,17,i,i,i
Cc1ccc(SCc2nc(-c3ccccc3)no2)cc1,i,i,1.6,i,i,i,i,-29,i,i,i
CCOC(=O)NC(C(F)(F)F)(C(F)(F)F)P(=O)(c1ccccc1)c1ccccc1,i,i,-0.5,i,i,i,i,16,i,i,i
COc1cccc2c3c(c(=O)[nH]c12)CCC(C)(C)O3,i,i,-0.3,i,i,i,i,33,i,i,i
Cc1ccc(S(=O)(=O)N2CCN(Cc3nc4sc5c(c4c(=O)[nH]3)CCCC5)CC2)cc1,i,i,-0.2,i,i,i,i,8,i,i,i
Cc1ccc(NC(=O)COc2coc(CN3CCc4ccccc4C3)cc2=O)cc1Cl,i,i,-0.9,i,i,i,i,21,i,i,i
CN(CCN1CCOCC1)Cc1nc(-c2cccs2)no1,i,i,-0.2,i,i,i,i,4,i,i,i

# Reprinted from the part before: 2 compounds, then new ones.
SMILES,MrgX1 agonist,TRPC4 act,HIF act,TRPC6 activator,TRPC6 inhibitor,TRPC4 potent,MrgX1 allo act,AI-2 QS modul,MrgX1 antagonist,TRPC4 block,PolyA inh
Cc1ccc(NC(=O)COc2coc(CN3CCc4ccccc4C3)cc2=O)cc1Cl,i,i,-0.9,i,i,i,i,21,i,i,i
CN(CCN1CCOCC1)Cc1nc(-c2cccs2)no1,i,i,-0.2,i,i,i,i,4,i,i,i
COC(CNC(=O)c1ccc(CS(=O)(=O)c2c(Cl)cccc2Cl)o1)OC,i,i,-9.3,i,i,i,i,12,i,i,i
COc1ccccc1C(=O)NCC(=O)N/N=C(\C)Cc1ccccc1,i,i,-0.6,i,i,i,i,32,i,i,i
Cc1ccc2c(c1)cc1c(=O)n(CC(=O)NCCCc3ccccc3)nc(C)n12,i,i,0.4,i,i,i,i,29,i,i,i
CCCn1c(SCC(=O)NC(C)(C)C)nnc1C(C)C,i,i,-1.3,i,i,i,i,5,i,i,i
CCCOC1CCCN(C(=O)c2cc(Cl)c(Cl)cc2C(=O)O)C1 (stereo unspecified),i,i,0.1,i,i,i,i,14,i,i,i
CC(C)(C)C(=O)CSc1nc2ccccc2o1,i,i,1.7,i,i,i,i,25,i,i,i
CCOc1ccc(Nc2nc(N)nc(CN(C)C3CCCCC3)n2)cc1,i,i,0.6,i,i,i,i,7,i,i,i
COc1ccc(/C=C/C(=O)Nc2ccc3c(c2)CCC3)cc1OC,i,i,0.9,i,i,i,i,-1,i,i,i
Oc1ccc(Oc2ncc(Cl)cc2Cl)cc1,i,i,0.0,i,i,i,8.8*,15,i,i,i
COCCN1C(=O)N(C)[C@@H](c2ccccc2)C(C(C)=O)=C1C,i,i,1.4,i,i,i,i,13,i,i,i
CCC(=O)N(Cc1ccc(S(N)(=O)=O)cc1)C1CC(=O)N(c2ccccc2)C1=O (stereo unspecified),i,i,0.0,i,i,i,i,37,i,i,i
CCNS(=O)(=O)c1ccc(NC(=O)c2cncc(Br)c2)cc1,i,i,94*,i,i,i,i,47,i,i,i
CCC(C)Sc1nc2c(c(=O)[nH]c(=O)n2C)n1CC(O)COc1cccc2ccccc12 (stereo unspecified),i,i,-0.2,i,i,i,i,8,i,i,i
CCS(=O)(=O)N1CCN(S(=O)(=O)c2ccc(F)cc2)CC1,i,i,-1.0,i,i,i,i,14,i,i,i
Cc1ccnc(NC(=O)CCCc2c[nH]c3ccccc23)c1,i,i,1.5,i,i,i,i,14,i,i,i
Brc1ccccc1-c1nnc(CSc2nnnn2-c2ccccc2)o1,i,i,0.9,i,i,i,i,9,i,i,i
COC(=O)c1sccc1NC(=S)Nc1ccc(F)cc1,i,i,-0.2,i,i,i,i,14,i,i,i
CC(C)OC(=O)c1sc2nc(-c3ccccc3)ccc2c1N,i,i,0.4,i,i,i,i,-7,i,i,i
CCN(C(=S)NCc1ccccc1)c1cccc2ccccc12,i,i,-0.9,i,i,i,i,19,i,i,i
Cc1ccc(C(=O)N2CCN(Cc3ccccc3)CC2)o1,i,i,0.1,i,i,i,i,14,i,i,i
CC(C)OCCCNc1ncc2c(n1)CC(c1ccccc1)CC2=O (stereo unspecified),i,i,0.0,i,i,i,i,7,i,i,i
Cc1c(Cl)cccc1NC(=O)CSCc1cc(=O)[nH][nH]1,i,i,-0.4,i,i,i,i,17,i,i,i
O=[N+]([O-])c1cccnc1N1CCC(c2cc(-c3cccc(C(F)(F)F)c3)n[nH]2)CC1,i,i,0.0,i,i,i,i,16,i,i,i
O=C(CN1c2ccccc2Sc2ccccc21)N/N=C/c1ccc(Cl)cc1Cl,i,i,-0.1,i,i,i,i,6,i,i,i
COc1cccc(/C=N/Nc2cc(N3CCOCC3)ncn2)c1O,i,i,0.0,i,i,i,i,-5,i,i,i
CS(=O)(=O)N(C(=O)NC(=O)NC1CCS(=O)(=O)C1)C1CCCCC1 (stereo unspecified),i,i,·,i,i,i,i,6,i,i,i
Cc1ccc(CNC(=O)Cn2cccc2C(=O)c2ccccc2C)cc1,i,i,0.5,i,i,i,i,50,i,i,i
Cc1cc(NCc2ccco2)nc2cc(O)ccc12,i,i,0.2,i,i,i,i,12,i,i,i
O=C(COC(=O)c1ccc2c(c1)C(=O)N(CCc1ccccc1)C2=O)Nc1ccc(OC(F)F)cc1,i,i,-0.6,i,i,i,i,13,i,i,i
N#CCSc1nnc(SCC#N)s1,i,i,·,i,i,i,i,-12,i,i,i
CCOc1ccccc1NC(=O)c1ccc(S(=O)(=O)N2CCCCC2)cc1,i,i,-0.2,i,i,i,i,10,i,i,i
COc1ccc(OC)c(CN2CCN(CCc3ccccc3)C(CCO)C2)c1 (stereo unspecified),i,i,0.0,i,i,i,i,18,i,i,i
C[C@@H](C(=O)NCc1ccccn1)[C@@H]1C[C@@]1(C)[C@@H](NC(=O)OCc1ccccc1)c1ccccc1,i,i,0.8,i,i,i,i,20,i,i,i
NC(=O)c1cc(NC(=O)CCc2nc3ccccc3s2)cc(C(N)=O)c1,i,i,-2.5,i,i,i,i,16,i,i,i
COc1ccc(C(=O)Oc2ccc(C(C)=O)cc2)c(OC)c1,i,i,0.6,i,i,i,i,1,i,i,i
CCOC(=O)[C@@H]1[C@H]2COc3ccccc3[C@@H]2N2C(=O)N(c3ccc(C(F)(F)F)cc3)C(=O)[C@]12C,i,i,-0.2,i,i,i,i,25,i,i,i
Cc1cc(C(=O)N2CCc3ccccc3C2)n[nH]1,i,i,1.6,i,i,i,i,6,i,i,i
O=C1CCC(=O)N1CCSC(=S)N1CCOCC1,i,i,-0.4,i,i,i,i,26,i,i,i
CCC(CC)C(=O)Nc1cc(C)c2c(=O)oc3ccccc3c2n1,i,i,0.0,i,i,i,i,38,i,i,i
Cc1ccc(-n2nnnc2CNC(=O)c2ccc3c(c2)OCO3)cc1C,i,i,-0.2,i,-8.1*,i,i,16,i,i,i
Cc1ccc2nc(=O)c(NNc3ccccc3)cnc2c1,i,i,2.8,i,i,i,i,23,i,i,i
Cc1ccc(Cn2ccc(NC(=O)c3c(-c4ccccc4Cl)noc3C)n2)cc1,i,i,-0.6,i,i,i,i,24,i,i,i
COc1ccccc1CCNC(=O)C(=O)NCC1OCCN1S(=O)(=O)c1ccc(Br)cc1 (stereo unspecified),i,i,-0.1,i,i,i,i,5,i,i,i

# Not all compounds are listed; rates above refer to the full screens.
